Bioassay records (PubChem)
HTR5A inv ctr: HTR5A inverse agonism, opioid heterodimer counter-screen; AID 504634; 0.083% of 340,000 active; P47898; HTR5A cell line, luminescence; inhibition, % at 9.3 µM; in the data active = inhibition mostly above about 23%, no sharp cut-off; inactive = mostly below about 18%;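 also: 0% = cells with DMSO and 100% = no-cell wells with DMSO; some compounds called inactive have numbers as strong as hits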
Target sequence (P47898 whole entry, looked up): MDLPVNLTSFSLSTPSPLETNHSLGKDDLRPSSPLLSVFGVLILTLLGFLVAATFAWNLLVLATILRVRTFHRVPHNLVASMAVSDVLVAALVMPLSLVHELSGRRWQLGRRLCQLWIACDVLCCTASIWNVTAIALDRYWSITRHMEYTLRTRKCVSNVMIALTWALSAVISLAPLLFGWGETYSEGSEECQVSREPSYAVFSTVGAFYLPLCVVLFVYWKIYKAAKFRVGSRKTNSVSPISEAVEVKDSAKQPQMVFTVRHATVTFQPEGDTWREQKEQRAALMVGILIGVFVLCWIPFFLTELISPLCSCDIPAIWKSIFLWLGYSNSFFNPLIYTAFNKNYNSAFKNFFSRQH
HTR5A ag: activates human HTR5A in OPRM1-OPRD1 agonist counter-screen; P47898; HTR5A agonist assay, luminescence, cell-based; activation, % at 9.3 µM; 0.61% of 340,000 active; in the data active = activation mostly above about 9.5%, no sharp cut-off; inactive = mostly below about 7.6%;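 also: 0% = cells with vehicle only and 100% = reference agonist; strong numbers were not always called active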
MOR-DOR ag: agonists of human mu-delta opioid receptor heterodimerization. P35372+P41143. cells, OPRM1-OPRD1 heterodimerization, luminescence. activation, % at 9.3 µM. 0.3% of 340,000 active. AID 504326; in the data active = activation above about 18%;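 also: 0% = vehicle-treated cells and 100% = reference agonist; values of inactives mirror those of a sister screen read the other way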
V-ATPase pHluor: regulators of yeast V-ATPase proton transport. S. cerevisiae, pHLuorin cytosolic pH fluorescence. response, % at 10 µM. 0.37% of 350,000 active. AID 504577; in the data active = response mostly above about 7.3%, no sharp cut-off; inactive = mostly below about 5.4%; also: actives read high; inactives centre near 0; some compounds called inactive have numbers as strong as hits; reference of the scale not given here
Keap1 Nrf2 FP: disrupts human Keap1 binding to Nrf2 peptide | Q14145 | Keap1 Kelch-Nrf2 peptide fluorescence polarization, 1536-well | inhibition, % at 9.4 µM | 0.15% of 340,000 active | AID 504523; in the data active = inhibition above about 12%;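 also: human Keap1 Kelch domain with fluorescein labeled Nrf2 9mer peptide probe; 0% = neutral control wells and 100% = peptide positive control; higher means more block of Keap1 binding to Nrf2 peptide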
Target sequence (Q14145 whole entry, looked up, the tested form may be a part): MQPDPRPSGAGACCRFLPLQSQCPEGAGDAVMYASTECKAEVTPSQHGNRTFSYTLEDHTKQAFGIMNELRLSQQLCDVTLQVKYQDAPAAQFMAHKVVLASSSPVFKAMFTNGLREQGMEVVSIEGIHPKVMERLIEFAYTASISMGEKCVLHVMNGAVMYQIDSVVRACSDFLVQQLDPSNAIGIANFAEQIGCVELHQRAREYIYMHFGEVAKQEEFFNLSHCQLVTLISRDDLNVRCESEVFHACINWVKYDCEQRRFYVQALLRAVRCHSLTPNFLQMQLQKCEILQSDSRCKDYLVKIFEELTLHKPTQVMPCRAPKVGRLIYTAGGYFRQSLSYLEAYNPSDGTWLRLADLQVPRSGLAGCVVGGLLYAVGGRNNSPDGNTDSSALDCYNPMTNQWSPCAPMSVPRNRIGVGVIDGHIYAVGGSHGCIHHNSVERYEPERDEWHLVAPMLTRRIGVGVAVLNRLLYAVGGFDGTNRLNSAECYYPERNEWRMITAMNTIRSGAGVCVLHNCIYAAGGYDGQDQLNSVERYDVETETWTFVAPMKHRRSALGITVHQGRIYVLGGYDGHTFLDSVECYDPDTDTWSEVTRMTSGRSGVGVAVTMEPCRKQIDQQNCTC
cardiac RTF act: cardiac RTF calcium sensitization; 0.24% of 340,000 active; AID 493008; IANBD-labeled TnC RTF fluorescence at EC20 calcium; 0% EC20 calcium, 100% full calcium; activation, % at 7.2 µM; P19429+P45379;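 active = activation above the mean over all tested compounds plus 3 SD, cut at about 30% in these data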;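 also: rise in fluorescence read as greater calcium sensitivity of cardiac thin filaments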
RTF Ca sens inh: cardiac RTF calcium desensitization; 0.12% of 340,000 active; AID 493244; inhibition, % at 7.15 µM; IANBD-labeled cardiac RTF, Ca2+ fluorescence;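 active = inhibition above the mean inhibition of all tested compounds plus 3 SD, cut at about 17% in these data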;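 also: assay run at fixed EC70 calcium of 1.6 mM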
LANA DNA inh: KSHV C-LANA DNA binding inhibition | MBP-C-LANA/FAM-LBS DNA binding, fluorescence polarization | inhibition, % at 9 µM | 0.078% of 340,000 active;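 active = highest replicate inhibition at or above 60% at 9 µM, even if other replicates fall short; inactive = all replicates below 60% inhibition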;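 also: 0% = neutral control wells and 100% = 4 µM acridine orange control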
MOR-DOR inv ag: inverse agonist of human OPRM1-OPRD1 heterodimerization. P35372+P41143. 0.21% of 340,000 active. cell-based MOR-DOR heterodimer luminescence, inverse agonism. inhibition, % at 9.3 µM; in the data active = inhibition above about 22%, passing the limit was not always enough;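 also: 0% = cells with DMSO and 100% = wells without cells with DMSO; values of inactives mirror those of a sister screen read the other way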
CAL-PDZ inh HTS: inhibitors of human CAL PDZ peptide binding. Q9HD26. AID 602252. inhibition, % at 24.9 µM. purified CAL PDZ, TMR-peptide fluorescence polarization, 1 h. 0.92% of 300,000 active;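 active = mean inhibition of at least 30% with at least half of replicates also reaching 30%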;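 also: 0% = DMSO neutral control and 100% = excess unlabeled competitor peptide PRC23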
Active calls of the source: *; . = not tested or not shown. Compounds as they come, and some 2.8% of all compounds hit somewhere here.

A first look:
SMILES	HTR5A inv ctr	HTR5A ag	MOR-DOR ag	V-ATPase pHluor	Keap1 Nrf2 FP	cardiac RTF act	RTF Ca sens inh	LANA DNA inh	MOR-DOR inv ag	CAL-PDZ inh HTS
Cc1ccc(CN(C)C(=O)c2ccccc2NC(=O)c2ccccc2)o1	1.2	-0.8	-2.2	-0.6	-4.6	1.2	-2.7	-0.2	8.4	-4.7
Cc1ccc(C)c(NC(=S)/C(=C(\[O-])c2ccc(Cl)s2)[n+]2ccccc2)c1	5.7	1.3	0.3	-0.6	-0.6	1.5	-10.7	0.6	-1.6	.
O=S(=O)(Nc1ccc2c(c1)OCO2)c1ccccc1	9.6	-4.0	-0.9	-3.0	-1.3	2.5	-3.8	-0.1	4.3	-3.9
O=C(NC(=S)Nc1ccccc1F)c1ccc(Br)o1	-5.0	-3.6	-1.5	0.4	-1.8	1.1	4.8	1.4	10.4	-2.1
O=C(Nc1ccc(Cc2ccncc2)cc1)C1CCC(N2C(=O)C3CC=CCC3C2=O)CC1 (stereo unspecified)	-1.9	4.4	-1.7	2.5	3.8	5.9	3.0	0.2	9.8	-2.3
CC(C)c1ccc(/C=C2\NC(=S)N(Cc3cccnc3)C2=O)cc1	.	.	.	4.4	-6.4	.	.	-1.0	.	2.2
Cc1ccnc(NC(=O)c2ccc(OCc3c(C)noc3C)cc2)c1	-12.3	4.5	-0.2	0.4	-5.7	-7.1	-2.4	1.4	1.0	0.5

The list itself (from the top)
SMILES	HTR5A inv ctr	HTR5A ag	MOR-DOR ag	V-ATPase pHluor	Keap1 Nrf2 FP	cardiac RTF act	RTF Ca sens inh	LANA DNA inh	MOR-DOR inv ag	CAL-PDZ inh HTS
Cc1ccc(CN(C)C(=O)c2ccccc2NC(=O)c2ccccc2)o1	1.2	-0.8	-2.2	-0.6	-4.6	1.2	-2.7	-0.2	8.4	-4.7
Cc1ccc(C)c(NC(=S)/C(=C(\[O-])c2ccc(Cl)s2)[n+]2ccccc2)c1	5.7	1.3	0.3	-0.6	-0.6	1.5	-10.7	0.6	-1.6	.
O=S(=O)(Nc1ccc2c(c1)OCO2)c1ccccc1	9.6	-4.0	-0.9	-3.0	-1.3	2.5	-3.8	-0.1	4.3	-3.9
O=C(NC(=S)Nc1ccccc1F)c1ccc(Br)o1	-5.0	-3.6	-1.5	0.4	-1.8	1.1	4.8	1.4	10.4	-2.1
O=C(Nc1ccc(Cc2ccncc2)cc1)C1CCC(N2C(=O)C3CC=CCC3C2=O)CC1 (stereo unspecified)	-1.9	4.4	-1.7	2.5	3.8	5.9	3.0	0.2	9.8	-2.3
CC(C)c1ccc(/C=C2\NC(=S)N(Cc3cccnc3)C2=O)cc1	.	.	.	4.4	-6.4	.	.	-1.0	.	2.2
Cc1ccnc(NC(=O)c2ccc(OCc3c(C)noc3C)cc2)c1	-12.3	4.5	-0.2	0.4	-5.7	-7.1	-2.4	1.4	1.0	0.5
COC(=O)CN1C(=S)N(c2ccc(OC)cc2)C(=O)/C1=C/c1ccc(OC)cc1	4.3	1.6	-4.4	-1.2	1.4	-1.3	5.1	-1.1	22.1	-3.6
CC(OC(=O)CCN=C1NS(=O)(=O)c2ccccc21)C(=O)NC1CCCCC1C (stereo unspecified)	-18.7	-0.1	-1.4	-0.5	-1.2	-7.6	2.3	0.7	8.9	-8.8
Cc1noc(C)c1COc1ccc(C(=O)N2CCN(c3cccc(Cl)c3)CC2)cc1	3.7	6.9	0.0	-5.1	-3.8	-16.7	-2.0	0.9	-0.3	-7.5
COC(=O)CNC(=O)CSc1nnc(C)c(=O)[nH]1	5.5	-2.1	-1.6	0.6	4.1	-0.9	-6.6	-0.3	8.1	-3.8
Cc1ccc(/C=N/n2cnc3sc(C)c(C)c3c2=O)o1	-12.0	4.5	-1.5	0.4	-4.4	6.4	-4.2	-2.1	7.6	-1.1
COc1ccc(NC(=O)C2CC(=O)OC23CCCCC3)cc1 (stereo unspecified)	1.8	2.2	-1.2	-3.3	-1.1	9.9	2.7	0.7	7.0	-4.6
COC(=O)c1ccccc1NC(=O)C1CCCC1	16.9	2.9	-0.8	-3.1	-6.3	8.6	-6.0	-0.5	4.3	-12.9
CN(CC(=O)Nc1ccc(Cl)cc1)CC(=O)Nc1cc(Cl)ccc1C#N	-9.5	1.7	1.4	-2.7	-5.2	0.5	13.6	-1.4	-8.0	-0.1
CC1C(=O)Nc2ccccc2N1C(=O)c1ccc(Cl)c(Cl)c1 (stereo unspecified)	13.2	-3.7	-1.4	1.1	-7.6	4.3	1.2	0.7	6.1	-5.6
Cc1c(Cc2ccccc2)sc(NC(=O)Cc2ccccc2)c1C(N)=O	-18.4	1.9	5.9	2.9	-6.3	-3.1	-3.6	-2.4	-31.9	-1.4
CC(C)(C)C(=O)c1sc2nc(-c3cccs3)cc(C(F)(F)F)c2c1N	-10.3	-0.9	-1.1	1.5	1.0	21.8	-22.1	1.2	5.2	-1.4
O=C(Cc1cccs1)Nc1ccc(N2CCOCC2)cc1	-41.5	4.9	1.9	-7.0	3.4	-11.3	-9.1	-0.9	-10.0	-1.8
Cc1ccc(S(=O)(=O)N(C#N)c2nc(C)cc(C)n2)cc1	9.7	2.5	0.2	-3.0	-2.2	5.3	2.8	0.7	-1.0	-2.2
CCCOP(=O)(c1ccc(N(C)C)cc1)C(O)c1c(Cl)cccc1Cl (stereo unspecified)	9.7	-2.7	-1.0	-4.4	-0.9	-8.4	-1.2	0.7	4.7	1.4
O=C(CCc1c[nH]c2ccccc12)N1CCN(S(=O)(=O)c2ccccc2)CC1	2.6	-1.0	-3.7	-2.4	-1.3	-8.4	0.9	0.1	19.0	-5.2
CC1Cc2ccccc2N1C(=O)CSc1nnnn1C1CCCC1 (stereo unspecified)	0.6	-1.2	-2.8	6.0	-4.7	7.3	-16.9	-1.8	16.5	-0.6
COc1cccc(C(=O)N2CCN(C(=O)C3COc4ccccc4O3)CC2)c1 (stereo unspecified)	-1.0	3.8	-2.2	1.2	-7.3	-0.9	-4.4	0.5	11.6	3.0
CCN(CC)S(=O)(=O)c1ccc(NC(=O)CCC2CCCCC2)cc1	-33.3	2.8	8.8	11.0	2.9	4.6	-6.3	0.7	-51.7	-1.3
Cc1cc(Oc2ccccc2)nc(SCC(N)=O)n1	-7.4	1.4	-0.4	-4.9	0.2	-13.4	2.0	-2.1	2.5	-3.2
CC(=O)NS(=O)(=O)c1cccnc1Nc1cccc(Cl)c1	3.6	-1.5	-3.3	-7.8	4.1	-0.6	-5.6	2.2	13.8	-2.6
Cc1ccccc1S(=O)(=O)Cc1ccc(C(=O)NCCc2ccccc2)o1	-13.9	-2.0	-1.8	0.7	3.1	4.6	0.6	0.1	8.9	-2.2
COC(=O)c1ccc(CN(Cc2ccc(C(=O)OC)o2)C(C)(C)C)o1	3.4	-1.3	-2.8	-0.7	0.1	-2.8	-3.7	2.7	14.0	0.2
COc1cccc(Nc2nc(-c3ccc(O)cc3)cs2)c1	9.7	-1.7	5.6	-0.7	-3.5	-0.5	-5.7	-0.8	-30.5	1.1
Cc1ccc(NC(=O)C2CCN(S(=O)(=O)c3ccc4ccccc4c3)CC2)nc1	-4.8	-0.6	0.4	2.4	-3.0	-0.1	0.6	-1.8	-2.8	-1.6
O=C(CCn1c(=O)oc2ccccc21)Nc1cccc([N+](=O)[O-])c1	9.4	0.8	-1.6	-0.8	-0.8	-5.6	-5.2	1.4	8.3	-3.2
O=C(CCl)Nc1cccc(-c2cnc3ccccc3n2)c1	-8.9	5.4	1.0	-1.3	3.4	-0.8	5.2	0.9	-4.9	-4.6
CSc1nc2ccccc2n1CC(=O)Nc1ccc(C)c(C)c1	.	.	.	-0.5	-2.2	-2.9	-6.1	-0.4	.	-0.3
COCc1cc(C)nc(SCC(=O)Nc2ccc3c(c2)OCCO3)c1C#N	6.1	-1.5	-0.9	3.3	-7.3	-1.8	-8.3	0.7	4.8	.
Cc1cccc(NC(=O)Cn2cc(C(=O)C3CC3)c3ccccc32)c1C	-4.6	5.7	0.5	-1.9	7.2	-4.0	-1.1	6.3	-2.9	2.9
COc1cccc(OC)c1C(=O)NC(=S)Nc1ccc2c(c1)Cc1ccccc1-2	-10.6	3.9	-3.6	-2.2	-7.1	-1.8	-5.9	-1.2	15.9	0.3
CCOC(=O)CNC(=O)COc1coc(CN2CCN(c3ccccc3)CC2)cc1=O	-16.8	-0.5	-2.2	-0.4	2.9	10.2	-1.3	0.3	11.8	-0.3
COc1cc2[nH]c(=O)n(CCC(=O)N3CCN(c4cc(Cl)ccc4C)CC3)c(=O)c2cc1OC	-29.6	11.0	2.2	-1.8	-4.4	-4.8	-5.1	1.3	-13.1	-4.3
CCC1Oc2ccc(C)cc2N(CC(=O)NC2CCCCC2)C1=O (stereo unspecified)	-17.3	2.5	-1.0	1.2	-1.8	1.2	-4.6	-0.7	6.5	-2.7
Cn1cccc1C(=O)OCc1ccc(C(C)(C)C)cc1	-7.4	2.6	2.6	1.9	-0.9	-3.6	-0.7	-0.5	-14.1	-1.5
N#Cc1c(N)nc2c(c1N)CC(=O)N2c1ccc(Cl)cc1	-18.5	6.4	-1.9	-1.5	-2.4	3.7	-12.1	-0.9	9.8	-3.3
COC(=O)CCNC(=O)Cc1ccc(S(=O)(=O)N2CCCCC2)s1	9.9	-4.1	-5.1	2.0	0.6	-11.6	-3.0	-0.3	26.7	12.2
CCOc1ccc(NC(=O)CN2C(=O)C(C)SC(C)C2=O)cc1 (stereo unspecified)	-8.9	3.2	-3.8	-2.0	0.0	0.9	-2.2	-0.9	17.5	4.2
COC(=O)[C@@]12CCCCN1[C@H](c1ccc(-c3ccccc3)cc1)[C@H]1C(=O)N(C)C(=O)[C@H]12	-6.6	8.0	1.9	1.6	-5.3	-4.9	-3.7	-1.4	-10.5	-1.0
COc1ccccc1-c1nc(C#N)c(NCc2ccc(F)cc2)o1	9.3	-2.6	5.6	0.9	-4.3	-3.1	5.2	-0.7	-30.2	-6.3
NC/C(=N\O)c1ccc(Cl)cc1Cl	-9.3	3.5	1.4	-0.1	-2.4	2.9	-7.0	-0.1	-8.9	-7.0
O=C(CCCC1=NS(=O)(=O)c2ccccc2N1)N1CCN(c2ccc(Cl)cc2)CC1	4.6	-1.6	-4.1	-1.4	0.7	-2.9	0.9	1.9	21.0	.
CC(=O)c1c(C)[nH]c(C(=O)OCC(=O)N2CCCC2=O)c1C	-1.7	8.1	-0.3	-1.9	-7.9	4.9	-1.4	0.6	1.3	-0.4
COc1ccccc1N1CCN(c2cc(=O)n(-c3ccc(Br)cc3)c(=O)[nH]2)CC1	16.9	2.4	1.1	-0.3	1.6	-3.3	-2.6	-3.9	-6.1	0.2
